AmpC detergent = AmpC beta-lactamase inhibition with detergent present | AmpC hydrolysis of nitrocefin, absorbance 480 nm, 0.01% Triton | Potency, µM (series often up to 114 µM), for the others: at the highest dose activity change, negative = inhibition, usual class: inhibitors | 0.041% of 370,000 active | AID 485294;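 further: potency means the concentration at half of the fitted maximal effect; 0% = no-compound wells and -100% = no-enzyme wells; nearly all actives have a fitted effect of over 25% in size; some results filed as inactive show a strong effect at the top dose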
Target sequence (P00811 whole entry, looked up): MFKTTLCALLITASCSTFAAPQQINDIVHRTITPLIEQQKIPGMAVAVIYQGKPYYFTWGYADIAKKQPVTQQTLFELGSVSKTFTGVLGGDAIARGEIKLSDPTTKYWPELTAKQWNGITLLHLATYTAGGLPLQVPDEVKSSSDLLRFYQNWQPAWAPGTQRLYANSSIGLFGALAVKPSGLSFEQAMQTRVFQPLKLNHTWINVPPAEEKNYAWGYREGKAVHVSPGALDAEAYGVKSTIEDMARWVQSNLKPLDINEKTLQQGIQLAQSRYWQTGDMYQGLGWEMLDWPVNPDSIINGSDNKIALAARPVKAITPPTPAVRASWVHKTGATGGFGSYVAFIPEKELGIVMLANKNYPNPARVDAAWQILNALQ
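20 mM phosphate pH 7.0 + 0.01% (detergent screen) or 0.0001% Triton X-100; 5.3 nM AmpC reagent; cpd preinc 15 min RT; nitrocefin (800 uM stock) to start; A480 q20 s × 4 min; Activity was normalised to no-enzyme and no-compound control wells.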
AMA1-RON2 inh = disrupts binding of P. falciparum AMA1 to RON2; AlphaScreen AMA1-biotinylated RON2 peptide binding; Potency, µM (titrated, usually from 58.2 µM), for inactives: at the top dose activity change, negative = inhibition, most hits filed as inhibitors; 0.2% of 360,000 active; AID 720542;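 further: potency means the concentration at half of the fitted maximal effect; 0% = vehicle wells and -100% = peptide control; nearly all actives have a fitted effect of over 45% in size; some results filed as inactive show a strong effect at the top dose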
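AMA1 (3D7) with his tag at 25 nM final met compounds first, then biotinylated RON2 peptide at 25 nM; detection used donor plus acceptor beads, 10 µg/mL apiece, read by AlphaScreen after 30 min at room temperature.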
HCMV antiviral = inhibitors of human cytomegalovirus. activity change, negative = inhibition, % at 57.5 µM. 4.5% of 410,000 active. HFF cells, HCMV-luciferase reporter, 72 h; active compounds read low; in the data active means activity change below about -60%; inconclusive means no clear call, values can overlap the other calls; inactive means above about -39%; further: on the % scale 0 is the no-effect control and ±100 the full control effect
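Inhibition of viral replication was scored as loss of reporter luminescence in HFFs infected with HCMV-luciferase (MOI 1 PFU/cell) for 72 h; compounds tested at 2 doses, normalized to buffer and Salinomycin controls.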
FBPA Giardia inh = inhibitors of Giardia lamblia fructose-1,6-bisphosphate aldolase; purified Giardia FBPA; Potency, µM (doses to about 59.6 µM), for the others: at the highest dose activity, negative = inhibition, usual class: inhibitors; 0.71% of 290,000 active; AID 2451; further: potency means the concentration at half of the fitted maximal effect; on the % scale 0 is the no-effect control and ±100 the full control effect; nearly all actives have a fitted effect of over 55% in size
Target sequence (A8B2U2 whole entry, looked up): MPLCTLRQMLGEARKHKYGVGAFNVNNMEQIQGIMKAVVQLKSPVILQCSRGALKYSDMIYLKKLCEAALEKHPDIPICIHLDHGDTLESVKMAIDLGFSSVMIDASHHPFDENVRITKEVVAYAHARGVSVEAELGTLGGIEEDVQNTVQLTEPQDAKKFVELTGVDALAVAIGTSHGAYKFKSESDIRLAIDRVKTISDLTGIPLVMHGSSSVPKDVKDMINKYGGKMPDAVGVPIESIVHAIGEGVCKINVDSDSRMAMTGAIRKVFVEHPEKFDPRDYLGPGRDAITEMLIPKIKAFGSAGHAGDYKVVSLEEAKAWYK
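Giardia FBPA (40 nM reagent) was preincubated 10 min at RT with compound (up to 57.5 uM final), then substrate plus GAPDH/TPI/NAD/arsenate coupling system with diaphorase/resazurin was added; resorufin fluorescence (525/598 nm) was read after 20 min.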
AmpC no deterg = blocks E. coli AmpC beta-lactamase in detergent-free assay. P00811. AmpC nitrocefin hydrolysis, absorbance 480 nm, 0.0001% Triton. Potency, µM (highest dose often 57.1 µM), without a hit: at the highest dose activity change, negative = inhibition, hits mostly inhibitors. 0.52% of 330,000 active. AID 485341;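 further: potency means the concentration at half of the fitted maximal effect; plate controls were no compound for no effect and no enzyme for full effect; nearly all actives have a fitted effect of over 20% in size; some results filed as inactive show a strong effect at the top dose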
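20 mM phosphate pH 7.0 + 0.01% (detergent screen) or 0.0001% Triton X-100; 5.3 nM AmpC reagent; cpd preinc 15 min RT; nitrocefin (800 uM stock) to start; A480 q20 s × 4 min; Activity was normalised to no-enzyme and no-compound control wells.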
Cycloheximide cs = affects cycloheximide protein synthesis inhibition readout, counter-screen. cell reporter, cycloheximide protein synthesis inhibition counterscreen. 12% of 300,000 active. max response, %. AID 2314; in the data active means max response mostly above about 13%, no sharp cut-off; inactive means mostly below about 14%; further: read at 38.3 µM for the half of the compounds with a filed dose; 0% is about no effect
Shiga inhibitor = blocks Shiga toxin action in Vero cells; 9.2% of 290,000 active; inhibition, % at 38.7 µM; Vero cells, Shiga toxin protein synthesis inhibition reporter; in the data active means inhibition mostly above about 28%, no sharp cut-off; inactive means mostly below about 43%; further: 0% is about no effect
An asterisk follows results filed as active; ? = inconclusive; . = not tested or not shown; [ ] = remark or other dose. Unless noted, the call rests on the fitted dose curve; in most records, active means well fitted curve in the direction sought with a large enough effect; inconclusive means small, poorly fitted or top-dose-only effect, or another doubt; inactive means no such curve, though single readings can be large; an effect the other way counts as inactive or inconclusive.

The line under a structure holds: AmpC detergent	AMA1-RON2 inh	HCMV antiviral	FBPA Giardia inh	AmpC no deterg	Cycloheximide cs	Shiga inhibitor
- Cc1ccc(CN2CCN(Cc3cnn(-c4ccc(F)cc4)c3)CC2CCO)o1 (stereo not given)
 : -6%	8%	8	0%	-1%	1	-16
- O=C(NCc1ccccc1)c1ccc(NC(=O)c2ccccc2F)cc1
 : -4%	13%	12	.	-41%	-5	-9
- COc1cccc(N2CCN(S(=O)(=O)c3ccc4c(c3)NC(=O)C(C)C(=O)N4)CC2)c1 (stereo not given)
 : -3%	-12%	?	1%	-20%	-2	-11
- CC1CCN(Cc2csc(N)n2)CC1
 : 1%	7%	-9	-22%	-8%	1	2
- CCOC(=O)c1c(-c2cccc([N+](=O)[O-])c2)cn2ccccc12
 : ?	5%	54	-3%	-20%	6	-6
- O=C(CCNS(=O)(=O)c1ccc(Cl)cc1)N1CCCC1
 : 3%	12%	-71*	.	-7%	6	-11
- COc1cc2oc(=O)cc(-c3cccc(-c4ccc(C(F)(F)F)cc4)c3)c2c(OC)c1OC
 : .	5%	-23	-16%	-7%	18	30
- O=C1c2oc3ccc(F)cc3c(=O)c2C(c2cccc(O)c2)N1CCCN1CCOCC1 (stereo not given)
 : -17%	6%	24	1%	-14%	-2	-12
- O=C(COC(=O)c1ccco1)c1ccc2ccccc2c1
 : 6%	0%	7	0%	-23%	56*	124
- C=CCc1ccc(OCCOCCNCCCC)c(OC)c1
 : -1%	-5%	-15	-27%	24%	-2	14
- CCOc1cccc(CN2CCC(n3nccc3NC(=O)C3CCCC3)CC2)c1
 : -4%	-20%	?	.	38%	-1	-25
- C=CCN(CC=C)S(=O)(=O)c1ccc(NC(=S)NC(=O)/C=C/c2cccc3ccccc23)cc1
 : 4%	5%	-14	-9%	?	-4	16
- COc1ccccc1NC(=O)CSc1nncs1
 : .	3%	5	.	-9%	.	.
- Cc1noc(NS(=O)(=O)c2ccc(N3Cc4ccccc4C3=O)cc2)c1C
 : -2%	0%	61	16%	-14%	-4	29
- Cc1ccc(CN2CCN(Cc3ccc(-n4cccn4)cc3C)CC2CCO)cc1 (stereo not given)
 : -1%	-6%	?	-2%	152%[activator]	-2	9
- CSc1ncccc1C(=O)OCC(=O)NC1CC1
 : ?	-4%	-11	.	-12%	.	.
- Cc1ccc(N(Cc2ccccc2F)S(C)(=O)=O)cc1C
 : -10%	-4%	-39	3%	-9%	-2	-9
- N/C(=N\OC(=O)/C=C/c1ccccc1Cl)c1ccccn1
 : 5%	59%[activator]	-39	-27%	-17%	20	47
- COc1ccc2oc(=O)c(C(=O)OCC(=O)c3ccc([N+](=O)[O-])cc3)cc2c1
 : -17%	.	.	3%	-30%	7	13
- CCc1ccc(/C=C2/C(=O)N(c3ccccc3)C(=S)N2CC(=O)OC)s1
 : -2%	-13%	-1	0%	-25%	-2	-9
- CCOC(=O)c1c(C)[nH]c(C(=O)COC(=O)CCNS(=O)(=O)c2ccc(NC(C)=O)cc2)c1C
 : .	-9%	0	.	-23%	.	.
- CC1(C)C(=O)Nc2ccccc2N1C(=O)COC(=O)c1ccc([N+](=O)[O-])o1
 : .	-7%	-19	.	-23%	.	.
- Cc1ccc(C)c(NC(=S)NNC(=O)c2cc3c(s2)CCC(C)C3)c1 (stereo not given)
 : -4%	18%	-3	8%	-37%	-1	-8
- CCCN(CC(=O)Nc1ccccc1OC)C(=O)c1ccc(S(=O)(=O)Nc2ccccc2)cc1
 : -21%	-7%	19	.	-9%	.	.
- O=C(N/N=C/c1cc(Cl)ccc1O)C(=O)Nc1ccccc1OC(F)(F)C(F)F
 : -7%	23%	-88*	2%	-17%	-3	15
- O=C(O)CNC(=O)CC1S/C(=N/N=C2/NC(=O)CS2)NC1=O (stereo not given)
 : 2%	7%	21	18µM*	-19%	-2	16
- COCCN1C(=O)N(c2cccc(C)c2)C(=O)C1CC(=O)Nc1ccc(OC)cc1 (stereo not given)
 : -1%	-1%	17	-3%	-9%	-2	-4
- CC(C)(C)c1ccc(C(=O)Nc2sc3c(c2C(=O)O)CCC3)cc1
 : ?	7%	-76*	?	-35%	8	20
- O=S(=O)(c1ccc(Cl)nc1)N1CCOCC1
 : .	0%	-9	.	-38%	.	.
- COc1cccc(OCCOc2c(OC)cccc2OC)c1
 : 3%	-11%	-27	-21%	-3%	15	20
- CC(NC(=O)c1ccc2c(c1)OCO2)C(c1cccs1)N1CCN(c2ccccc2)CC1 (stereo not given)
 : -3%	?	-11	-3%	-9%	-2	-4
- COc1ccc(NC(=O)CN2CCN(S(=O)(=O)c3ccc(Br)cc3)CC2)c(OC)c1
 : -1%	-9%	5	.	0%	-8	-7
- CNS(=O)(=O)c1ccc(NC(=O)c2ccoc2C)cc1
 : -3%	-1%	-24	-2%	-16%	10	41
- COc1ccccc1N/N=C(\C#N)C(=N)N1CCOCC1
 : 5%	27%	-32	-11%	-29%	6	14
- COc1ccc(-c2cc3nc(C)cc(C)n3n2)cc1
 : -5%	3%	195	-24%	17%	35*	48*
- Cc1ccc(C)c(-n2c(CNC(=O)c3ccco3)nnc2SCC(=O)Nc2nccs2)c1
 : -1%	3%	-1	-1%	-6%	-1	-6
- CN(C)/C=C(\C#N)C(=O)c1cccnc1Oc1ccc(F)cc1F
 : 1%	3%	33	8%	-10%	-2	-11
- CCN(CC(=O)Nc1ccc(NC(C)=O)cc1)C(=O)/C=C/c1ccc2c(c1)OCO2
 : ?	7%	-28	.	-27%	.	.
- COc1ccccc1CNC(=O)C1=CCN(S(=O)(=O)c2ccc(C)cc2)CC1
 : -1%	-7%	13	0%	-13%	-3	-8
- O=C(NCC1(N2CCOCC2)CCCCC1)c1ccc(Cl)c(S(=O)(=O)NCc2ccco2)c1
 : ?	-9%	-19	-2%	0%	8	-8
- CCCn1c(N)c(NCCN2CCOCC2)c(=O)[nH]c1=O
 : -5%	20%	-1	-6%	-25%	-2	17
- CCOC(=O)c1sc(=NC(=O)c2ccc(Br)cc2)n(C)c1C
 : 1%	15%	43	.	-3%	7	-5
- Cc1cc(=O)[nH]c(N/N=C/c2ccc(OC(=O)c3ccco3)cc2)n1
 : -11%	-4%	25	2%	-20%	-2	-3
- COc1ccc(-c2cc(C(=O)Nc3ccccc3F)on2)cc1
 : -3%	-21%	-8	9%	-13%	33*	80*
- CCOC(=O)C1=C(C)N(C)C(=S)NC1c1ccccc1 (stereo not given)
 : ?	11%	-12	-1%	-20%	8	-10
- O=C(COC(=O)C1CC2C=CC1C2)NCCc1ccccc1 (stereo not given)
 : -7%	-14%	-32	3%	0%[2.29 µM]	20*	25
- CCOc1ccc(/C(O)=C2/C(=O)C(=O)N(c3nc(C)c(C)s3)C2c2ccco2)cc1 (stereo not given)
 : ?	-6%	-90*	15%	?	18*	123*
- CCOC(=O)C1(Cc2ccc(Cl)cc2)CCN(C2CCC2)CC1
 : -10%	0%	?	11%	-12%	-2	-4
- CCCCCc1cc(=O)oc2c(C(CCN3CCCC3)c3cc(OC)c(OC)c(OC)c3)c(OC)cc(OC)c12 (stereo not given)
 : -4%	-8%	-28	-26%	170%[activator]	-14	-14
- O=C(CN1CCc2ccccc21)NN1CC(=O)N(c2ccc(Cl)cc2)CC1=O
 : 4%	4%	42	-6%	-13%	-1	-4
- COP(=O)(CC(=O)c1ccccc1)CC(=O)c1ccccc1
 : 6%	1%	-18	0%	1%	-2	12
- COc1ccccc1C(=O)C1CCCN(C(=O)c2ccco2)C1 (stereo not given)
 : ?	4%	61	6%	-11%	4	-10
- Cc1ccc(CNc2ccc(N3C(=O)CCCC3=O)cc2[N+](=O)[O-])cc1
 : -5%	-4%	-5	-1%	15%	-2	-8
- COc1ccccc1C(=O)NCCC(=O)NC1=NCCS1
 : -1%	11%	47	.	-17%	.	.
- COc1cc(NC(=O)c2ccc(F)cc2)ccc1NC(=O)c1cc2ccccc2o1
 : 1%	1%	-17	10%	-24%	6	-2
- CCOC(=O)C1=C(C)N(c2ccccc2)C(=O)C1
 : -9%	-8%	-10	8%	-15%	-2	10
- COC(=O)c1c(NC(=O)CSc2nc3nc(C)cc(C)n3n2)sc(C)c1C
 : -8%	0%	0	5%	-27%	-2	19
- CN(C)S(=O)(=O)N1CCC(n2nccc2NC(=O)CCc2ccccc2)CC1
 : 3%	-17%	22	.	0%	2	-2
- CCOC(=O)c1cc(-c2ccc(C)cc2)n(CCC(=O)NCCCOC)c1C
 : -7%	-1%	1	-3%	169%[activator]	1	5
- c1cncc(-c2nc(-c3ccc4c(c3)OCO4)cs2)c1
 : -14%	-2%	57	0%	-16%	28*	85*

Next section (two carried over from the part before).
The line under a structure holds: AmpC detergent	AMA1-RON2 inh	HCMV antiviral	FBPA Giardia inh	AmpC no deterg	Cycloheximide cs	Shiga inhibitor
- CCOC(=O)c1cc(-c2ccc(C)cc2)n(CCC(=O)NCCCOC)c1C
 : -7%	-1%	1	-3%	169%[activator]	1	5
- c1cncc(-c2nc(-c3ccc4c(c3)OCO4)cs2)c1
 : -14%	-2%	57	0%	-16%	28*	85*
- FC(F)(F)c1ccccc1NC(=S)Nc1ccccc1
 : 0%	12%	?	?	-18%	-2	-6
- CCOc1ccc(-n2nc3c(Cl)nnc(C)c3c2C)cc1
 : -10%	-3%	?	4%	-10%	-2	-9
- Cn1cc(SCC(=O)NCCc2ccccc2)c2ccccc21
 : 0%	-2%	-25	0%	-5%	-6	-10
- CCOC(=O)C(C)N1C(=O)S/C(=C/c2ccc3c(c2)n(C)c(=O)n3C)C1=O (stereo not given)
 : 1%	-1%	20	-15%	218%[activator]	-1	-11
- CCOCc1c(C(=O)Nc2ccccc2N2CCN(C)CC2)oc2ccccc12
 : -14%	-30%	12	.	173%[activator]	.	.
- O=C(CCCOc1ccc(Br)cc1)Nc1nnc(C2CC2)s1
 : -6%	2%	-7	.	-5%	.	.
- COc1ccc(C)cc1S(=O)(=O)NCC(c1cccnc1)N1CCc2ccccc2C1 (stereo not given)
 : -19%	6%	5	1%	128%[activator]	1	-13
- CCn1c(SCC(=O)OC)nnc1C1CCCCC1
 : 0%	-5%	88	2%	36%[activator]	-2	-12
- Nc1nc(CN2CCN(c3cccc(Cl)c3)CC2)nc(N2CCCc3ccccc32)n1
 : ?	-22%	32	0%	89%[activator]	-2	-20
- N#Cc1cc(-c2ccccc2)nc(NN)n1
 : 10%	71%[activator]	?	-7%	-38%	2	13
- COC(=O)/C=C1\N/C(=N\c2nc(C)cc(C)n2)N(c2ccccc2)C1=O
 : 0%	13%	33	?	-2%	-3	-5
- O=C(c1cc(-c2ccccc2)on1)N1CCN(Cc2ccc3c(c2)OCO3)CC1
 : -4%	-14%	-22	2%	77%[activator]	2	-16
- CC(=O)c1ccc(NC(=O)CCCN2C(=O)C(c3ccccc3)Oc3cccnc32)cc1 (stereo not given)
 : -6%	-6%	-23	12%	-17%	13	-13
- COc1ccc(/C=C/c2cc[n+](C(=O)Cc3ccccc3)cc2)cc1
 : ?	4%	-108*	-1%	15%	4	7
- C/C(=N\NC(=S)NCc1ccccc1)c1ccc2c(c1)OCCO2
 : -1%	10%	-27	0%	-29%	18	93*
